Assay outcomes as filed in PubChem BioAssay.
sEH activator = activators of human soluble epoxide hydrolase | AID 717 | activation, % at 2 µM | purified human sEH enzymatic activity, activator screen | 91,000 compounds, 0.04% hits; in the data active = activation above about 37%; note: values of inactives mirror those of a sister screen read the other way
Smad3 inh = blocks human Smad3 binding to FoxH1 peptide. TR-FRET Smad3/Dy647-FoxH1 peptide binding, europium anti-His. 88,000 compounds, 0.29% hits. AID 630. P84022. inhibition, % at 25 µM;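 active = compounds that reduce the energy-transfer binding signal between the protein and its labelled peptide by more than half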;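 note: 0% = Smad3 plus labelled peptide maximal FRET and 100% = peptide-only background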
Target sequence (P84022 whole entry, looked up): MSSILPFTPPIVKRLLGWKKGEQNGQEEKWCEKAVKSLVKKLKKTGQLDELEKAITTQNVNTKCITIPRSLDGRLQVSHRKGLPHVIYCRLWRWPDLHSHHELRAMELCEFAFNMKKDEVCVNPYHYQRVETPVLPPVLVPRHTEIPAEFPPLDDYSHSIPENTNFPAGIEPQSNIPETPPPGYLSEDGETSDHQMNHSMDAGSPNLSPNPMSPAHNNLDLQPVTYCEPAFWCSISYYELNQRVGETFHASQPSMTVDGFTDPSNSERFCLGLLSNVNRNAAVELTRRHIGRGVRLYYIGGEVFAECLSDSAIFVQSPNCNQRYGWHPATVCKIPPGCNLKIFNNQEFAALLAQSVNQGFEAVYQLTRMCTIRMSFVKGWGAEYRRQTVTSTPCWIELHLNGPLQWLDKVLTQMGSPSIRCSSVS
MT1-MMP txn act = MT1-MMP promoter transcription activation. 86,000 compounds, 0.16% hits. HT1080 MT1-MMP promoter luciferase reporter, luminescence, overnight; hits give high values. AID 750. activation factor at 10 µM;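 active = activation factor of at least 2 for MT1-MMP transcription at 10 µM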
ERa SRC1 pot = ER-alpha (human) coactivator binding potentiation | TR-FRET ERalpha-LBD/SRC-Cy5 coactivator binding, 2 h; 100 = basal binding, no effect | P03372 | AID 639 | 86,000 compounds, 1.3% hits | coactivator binding (% of control), % at 25.6 µM; in the data active = activity above about 200%;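 note: binding measured in presence of low estradiol as agonist stimulus; 0% = peptide alone without receptor and 100% = receptor with peptide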
Target sequence (P03372 whole entry, looked up, the tested form may be a part): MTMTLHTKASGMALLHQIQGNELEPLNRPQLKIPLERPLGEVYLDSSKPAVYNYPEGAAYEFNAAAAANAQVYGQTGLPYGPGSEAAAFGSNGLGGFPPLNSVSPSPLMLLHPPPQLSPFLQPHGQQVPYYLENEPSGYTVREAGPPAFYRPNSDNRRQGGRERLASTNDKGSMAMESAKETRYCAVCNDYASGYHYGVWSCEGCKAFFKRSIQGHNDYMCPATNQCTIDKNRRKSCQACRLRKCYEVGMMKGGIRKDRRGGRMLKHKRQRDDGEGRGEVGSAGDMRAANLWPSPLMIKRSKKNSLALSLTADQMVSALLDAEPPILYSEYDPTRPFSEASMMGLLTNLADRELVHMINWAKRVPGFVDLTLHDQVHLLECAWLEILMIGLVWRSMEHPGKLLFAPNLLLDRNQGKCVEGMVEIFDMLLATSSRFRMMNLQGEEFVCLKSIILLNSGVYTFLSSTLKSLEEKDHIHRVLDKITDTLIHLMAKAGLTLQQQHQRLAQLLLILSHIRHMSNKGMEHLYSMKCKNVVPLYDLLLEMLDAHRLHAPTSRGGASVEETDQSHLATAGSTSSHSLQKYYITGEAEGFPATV
ERb coact inh = ER-beta (human) coactivator binding inhibition | Q92731 | TR-FRET ER-beta LBD / SRC1-Cy5 peptide binding; receptor agonist-loaded with 1 µM estradiol | inhibition, % at 25.6 µM | 86,000 compounds, 1.3% hits;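 active = compounds whose percent inhibition of the receptor-coactivator binding signal exceeds about 50% in the single-dose screen, limit read from the data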;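 note: 0% = receptor plus peptide wells without compound and 100% = peptide-only wells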
Mac1 fbg inh = blocks human CD11b/CD18 adhesion to fibrinogen | inhibition, % at 10 µM | K562 CD11b/CD18 adhesion to fibrinogen, ATPlite luminescence; Mn2+ added to activate the integrin | AID 1497 | P05107+P11215 | 93,000 compounds, 0.54% hits;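 active = primary inhibition of 50% or more at 10 µM, then 40% or more on retest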; note: some results filed as inactive read as strong as hits
Calb biofilm kill = kills Candida albicans biofilms; 85,000 compounds, 0.14% hits; inhibition, % at 6 µM; C. albicans biofilm + clotrimazole, Alamar Blue;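 active = inhibition above 20%; inactive = inhibition below 20%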;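 note: preformed 24 hr biofilms exposed to compound for 48 hr; 0% = biofilm without compound and 100% = blank killed by clotrimazole plus chlorhexidine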
sEH inhibitor = inhibitors of human soluble epoxide hydrolase. P34913. recombinant human sEH enzymatic activity assay. inhibition, % at 2 µM. 91,000 compounds, 0.34% hits; in the data active = inhibition above about 80%; note: values of inactives mirror those of a sister screen read the other way; many of its hits are not listed in these tables
Mac1 fbg enh = CD11b/CD18-fibrinogen binding enhancement | K562 CD11b/CD18 adhesion to fibrinogen, ATPlite luminescence | activation, % at 10 µM | 93,000 compounds, 0.07% hits | AID 1499;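 active = 10 µM primary screen giving 50% or more activity, confirmed by 40% or more on retest at that dose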; note: strong numbers were not always called active; reference of the scale not given here
Starred values were filed as active, the others as inactive; [ ] = remark or other dose. The list is partial; count on the stated rates, not on these rows.

Screening CCN(CC)S(=O)(=O)c1cccc2cccnc12 returned sEH activator 9, Smad3 inh -2, MT1-MMP txn act 1, ERa SRC1 pot 102, ERb coact inh 1, Mac1 fbg inh -8, Calb biofilm kill 3, sEH inhibitor -10 and Mac1 fbg enh 0.
CN(c1ccc(OCC(=O)N2CCC(C(N)=O)CC2)cc1)S(=O)(=O)c1cccs1 was read as sEH activator -12, Mac1 fbg inh -10, sEH inhibitor 12 and Mac1 fbg enh -1.
Screening COc1cc(OC)nc(NC(=O)CSc2nc3ccccc3[nH]2)n1 returned sEH activator 8, Smad3 inh -14, MT1-MMP txn act 1, ERa SRC1 pot 79, ERb coact inh 13[fluorescence artefact?], Mac1 fbg inh 6, Calb biofilm kill 0, sEH inhibitor -10 and Mac1 fbg enh 3.
COc1ccc(NC(=O)C(NC(=O)c2ccccc2)C(C)C)cc1 (stereo unspecified) was read as sEH activator 1, Smad3 inh -1, MT1-MMP txn act 1.1, ERa SRC1 pot 102, ERb coact inh -3[fluorescence artefact?], Mac1 fbg inh 8, Calb biofilm kill 6, sEH inhibitor 0 and Mac1 fbg enh -2.
`N#Cc1cc(C(=O)c2cc(Br)ccc2O)cn(C2CCCCC2)c1=O` gave sEH activator 13, Smad3 inh -12, MT1-MMP txn act 1.2, ERa SRC1 pot 92, ERb coact inh 2, Mac1 fbg inh 8, Calb biofilm kill -3, sEH inhibitor -15 and Mac1 fbg enh 0.
CCn1c2c(c3cc(Br)ccc31)CCC/C2=N\O was read as sEH activator -8, Smad3 inh 9[fluorescence artefact?], ERa SRC1 pot 82, ERb coact inh 1, Mac1 fbg inh 19, Calb biofilm kill 7, sEH inhibitor 12 and Mac1 fbg enh -5.
For COc1ccc(Cl)cc1C(=O)OCC(=O)NC(=O)c1cccn1C the results were sEH activator -71, Smad3 inh -1, MT1-MMP txn act 1.1, ERa SRC1 pot 118, ERb coact inh 2[fluorescence artefact?], Mac1 fbg inh -15, Calb biofilm kill -5, sEH inhibitor 72 and Mac1 fbg enh -2.
`O=C(CN(c1ccc(F)cc1)S(=O)(=O)c1ccc2c(c1)OCCO2)NCc1ccncc1` gave sEH activator 17, Smad3 inh -2, MT1-MMP txn act 1.1, ERa SRC1 pot 92, ERb coact inh 3, Mac1 fbg inh -5, Calb biofilm kill 7, sEH inhibitor -16 and Mac1 fbg enh -1.
Screening CC(=O)Nc1ccc2oc(-c3ccccc3Br)nc2c1 returned sEH activator -3, Smad3 inh -3, MT1-MMP txn act 0.7, ERa SRC1 pot 66, ERb coact inh 28, Mac1 fbg inh 12, Calb biofilm kill 8, sEH inhibitor 2 and Mac1 fbg enh -3.
`CCOC(=O)C1=C(C)OC(N)=C(C#N)C1c1c(C)nn(-c2ccccc2)c1Cl` (stereo unspecified) gave Smad3 inh 0, MT1-MMP txn act 1, ERa SRC1 pot 82, ERb coact inh 4, Mac1 fbg inh -10, Calb biofilm kill 4 and Mac1 fbg enh 1.
`N#Cc1c(-c2ccco2)nc(SCc2ccc(F)cc2)[nH]c1=O` gave sEH activator -10, Smad3 inh 11[fluorescence artefact?], MT1-MMP txn act 1.2, ERa SRC1 pot 96, ERb coact inh 7[fluorescence artefact?], Mac1 fbg inh 44, Calb biofilm kill 8, sEH inhibitor 14 and Mac1 fbg enh -4.
Screening Cc1ccc(C2=NNC(C(O)C(O)C(O)C(C)O)S2)cc1 (stereo unspecified) returned sEH activator 10, Mac1 fbg inh 7, sEH inhibitor -12 and Mac1 fbg enh -4.
CCOC(=O)c1sc2cccc(Cl)c2c1N was read as sEH activator -3, Smad3 inh 3, MT1-MMP txn act 1, ERa SRC1 pot 109, ERb coact inh -8, Calb biofilm kill 3 and sEH inhibitor 4.
Screening Cc1nn(-c2ccccc2)c(C)c1/C=N/NC(=O)CSc1nc2ccccc2c(=O)n1-c1ccc(Br)cc1 returned sEH activator 1, Mac1 fbg inh 6, sEH inhibitor 2 and Mac1 fbg enh 0.
For COc1ccc(Br)cc1/C=N/NC(=O)c1nc(-c2ccccc2)n2c1CCCCC2 the results were sEH activator -9, Mac1 fbg inh -3, sEH inhibitor 10 and Mac1 fbg enh -1.
For CCCc1cc(=O)[nH]c(SCCOc2ccc(Cl)cc2)n1 the results were sEH activator -7, Smad3 inh 2, MT1-MMP txn act 1.1, ERa SRC1 pot 106, ERb coact inh 0, Mac1 fbg inh -12, sEH inhibitor 7 and Mac1 fbg enh 3.
For COc1ccc(N2CCN(C(c3ccccc3)c3sc4nc(C)nn4c3O)CC2)cc1 (stereo unspecified) the results were Smad3 inh 11, MT1-MMP txn act 1, ERa SRC1 pot 126[fluorescence artefact?], ERb coact inh -11 and Calb biofilm kill 6.
For O=C1NC(c2ccccc2)C(C(=O)c2cccs2)C(O)(C(F)(F)F)N1 (stereo unspecified) the results were sEH activator 8, Smad3 inh 8, MT1-MMP txn act 1.2, ERa SRC1 pot 118, ERb coact inh -12, Mac1 fbg inh 18, Calb biofilm kill 8, sEH inhibitor -8 and Mac1 fbg enh -1.
`NC(=S)Nc1cccc2cnccc12` gave sEH activator -3, Mac1 fbg inh -48, sEH inhibitor 2 and Mac1 fbg enh 1.
CCc1nnc(NC(=O)c2ccncc2)s1 was read as Smad3 inh 9, MT1-MMP txn act 1.2, ERa SRC1 pot 104, ERb coact inh 3, Mac1 fbg inh -3, Calb biofilm kill -4 and Mac1 fbg enh -5.
For O=S(=O)(Nc1ccc(S(=O)(=O)Nc2cccc3ccccc23)cc1)c1ccccc1 the results were sEH activator -2, Smad3 inh -6, MT1-MMP txn act 1.1, ERa SRC1 pot 105, ERb coact inh -14, Mac1 fbg inh -16, Calb biofilm kill 3, sEH inhibitor -2 and Mac1 fbg enh -6.
`COCCn1c(C)cc(C(=O)CSc2ncnc3sc4c(c23)CCC4)c1C` gave sEH activator 2, Smad3 inh -35[fluorescence artefact?], MT1-MMP txn act 1.1, ERa SRC1 pot 409*[fluorescence artefact?], ERb coact inh 25[fluorescence artefact?], Mac1 fbg inh 89, Calb biofilm kill -6, sEH inhibitor -4 and Mac1 fbg enh 19.
`COc1cc(/C=c2\sc3n(c2=O)CCCN=3)ccc1O` gave sEH activator 8, Smad3 inh 10, MT1-MMP txn act 1.5, ERa SRC1 pot 110[fluorescence artefact?], ERb coact inh 12, Calb biofilm kill 3 and sEH inhibitor -9.
For CC1(C)CC(=O)C2=C(C1)N(Cc1ccco1)C(=O)NC2(C(F)(F)F)C(F)(F)F the results were sEH activator 1, Smad3 inh -2, ERa SRC1 pot 103, ERb coact inh 9, Mac1 fbg inh -13, Calb biofilm kill 13, sEH inhibitor -1 and Mac1 fbg enh -6.
Screening CC(C)n1c(-c2ccc(N(C)C)cc2)nc2ccccc21 returned sEH activator 4, Smad3 inh 2, MT1-MMP txn act 1.6, ERa SRC1 pot 107, ERb coact inh -4[fluorescence artefact?], Mac1 fbg inh 27, Calb biofilm kill 6, sEH inhibitor -4 and Mac1 fbg enh -1.
For COc1cccc2c1OC1(C)CC2/C(=C(\C)O)C(=O)N1 (stereo unspecified) the results were sEH activator -7, Mac1 fbg inh 3, sEH inhibitor 5 and Mac1 fbg enh 4.
For COC(=O)c1ccc(-n2nnnc2SCC(=O)Nc2ccccc2C(=O)OC)cc1 the results were sEH activator 11, Mac1 fbg inh 20, sEH inhibitor -8 and Mac1 fbg enh -8.
For CC1CCN(c2cc(N)c(Cl)cc2[N+](=O)[O-])CC1 the results were sEH activator 27, Mac1 fbg inh 0, sEH inhibitor -29 and Mac1 fbg enh 1.
For CCN(CC(=O)Nc1c(C(=O)OC)[nH]c2ccccc12)c1ccc2c(c1)OCO2 the results were sEH activator 8, Smad3 inh 3, MT1-MMP txn act 1, ERa SRC1 pot 99[fluorescence artefact?], ERb coact inh 11[fluorescence artefact?], Mac1 fbg inh 3, Calb biofilm kill 3, sEH inhibitor -3 and Mac1 fbg enh -6.
For CCCOC(=O)CSC1=C(C#N)C(c2ccccc2OC)C(C#N)C(=O)N1 (stereo unspecified) the results were Smad3 inh -8, MT1-MMP txn act 1, ERa SRC1 pot 75[fluorescence artefact?], ERb coact inh 2, Mac1 fbg inh -7, Calb biofilm kill 2 and Mac1 fbg enh -2.
`C/C(=C\C(=O)c1ccccc1)Nc1ccc(N2CCOCC2)cc1` gave sEH activator 14, Smad3 inh 6, MT1-MMP txn act 1.2, ERa SRC1 pot 106, ERb coact inh -8, Mac1 fbg inh 2, Calb biofilm kill -2, sEH inhibitor -15 and Mac1 fbg enh -7.
`COc1ccc(/C=N/Nc2ncc(-c3ccccc3)cn2)c(OC)c1` gave sEH activator -2, Smad3 inh 18, MT1-MMP txn act 0.8, ERa SRC1 pot 422*[fluorescence artefact?], ERb coact inh 27, Calb biofilm kill 7 and sEH inhibitor 0.
For Cc1ccc(-c2[nH]nc3c2C(c2ccc(OC(=O)N4CCOCC4)cc2)C(C#N)=C(N)O3)cc1 (stereo unspecified) the results were sEH activator 7, Smad3 inh -1, MT1-MMP txn act 1.2, ERa SRC1 pot 59, ERb coact inh -4[fluorescence artefact?], Mac1 fbg inh -30, Calb biofilm kill 9, sEH inhibitor -4 and Mac1 fbg enh -1.
Screening O=C(c1cc(-n2cnnc2)ccc1Cl)N1CCN(c2nc(-c3ccccc3)cs2)CC1 returned sEH activator -1, Smad3 inh 18[fluorescence artefact?], MT1-MMP txn act 1.1, ERa SRC1 pot 41, ERb coact inh -29, Mac1 fbg inh -10, Calb biofilm kill 3, sEH inhibitor 6 and Mac1 fbg enh -1.
Screening CC(C)(C)n1nnnc1C(c1ccc(Cl)cc1)N1CCCc2ccccc21 (stereo unspecified) returned sEH activator -4, Smad3 inh 10, MT1-MMP txn act 1.3, ERa SRC1 pot 97, ERb coact inh -10, Mac1 fbg inh -6, Calb biofilm kill 7, sEH inhibitor 8 and Mac1 fbg enh 4.
For COc1ccc(CCn2c(C)cc3c(c2=O)C(c2ccc4c(c2)OCO4)C(C#N)=C(N)O3)cc1OC (stereo unspecified) the results were Smad3 inh -9, MT1-MMP txn act 1.1, ERa SRC1 pot 108, ERb coact inh 11, Mac1 fbg inh 0, Calb biofilm kill 3 and Mac1 fbg enh -5.
COC(=O)c1cc(Nc2cc(C)nc3ncnn23)cc(C(=O)OC)c1 was read as Smad3 inh 6, MT1-MMP txn act 1.2, ERa SRC1 pot 131, ERb coact inh -7 and Calb biofilm kill 4.
For COc1cc(CNCc2ccc(OC)c(OC)c2OC)cc(OC)c1 the results were Smad3 inh -11, MT1-MMP txn act 1.2, ERa SRC1 pot 129, ERb coact inh 12[fluorescence artefact?], Mac1 fbg inh 33, Calb biofilm kill -1 and Mac1 fbg enh -2.
Screening O=C1C2CCCN2C(c2ccc(F)cc2)N1c1ccc(Cl)cc1 (stereo unspecified) returned sEH activator 5, Smad3 inh 6, MT1-MMP txn act 1.3, ERa SRC1 pot 114, ERb coact inh -11[fluorescence artefact?], Mac1 fbg inh 10, Calb biofilm kill 11, sEH inhibitor -6 and Mac1 fbg enh -7.
CCOC(=O)c1ccc(NC(=O)NC2CC3CCC(C2)N3Cc2nnnn2Cc2ccco2)cc1 (stereo unspecified) was read as sEH activator -64, Smad3 inh 11, MT1-MMP txn act 1.1, ERa SRC1 pot 113, ERb coact inh -1, Calb biofilm kill 3 and sEH inhibitor 64.
Cc1ccc(N2C(=O)CCSC23C(=O)Nc2ccccc23)cc1 (stereo unspecified) was read as sEH activator 15, Mac1 fbg inh -4, sEH inhibitor -12 and Mac1 fbg enh -2.
`Cc1ccc(C(=O)C2=C(O)C(=O)N(c3ncccn3)C2c2ccc(Cl)cc2)o1` (stereo unspecified) gave sEH activator 19, Smad3 inh 4, MT1-MMP txn act 1.2, ERa SRC1 pot 110, ERb coact inh 5, Calb biofilm kill 5 and sEH inhibitor -15.
